T cell modulator = modulators of CD8 T cell-vesicle binding, primary screen, mouse 2C CD8+ T cells, flow cytometry; 2C CD8+ T cell-vesicle binding; hits give low values; calls only at 7 µM; hit rate 0.068% among 330,000;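 active = response, share of CD8 T cells binding vesicles, and their 90th percentile fluorescence all below set limits, cut at about 80% in these data, passing the limit was not always enough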
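Test system: purified 2C TCR transgenic mouse naive CD8+ T cells. Probe or stimulus: QL9-peptide-loaded Drosophila micro-vesicles bearing Ld, ICAM-1 and B7-1. Incubation: binding step 1.5 h, 37 °C, antibody labelling 20 min, ice. Measured by: flow cytometry of vesicle-bound cells.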
WT yeast gro inh = growth inhibition of WT strain, primary screen, mitochondrial fusion inhibitor project, WT and mutant strains, chemical genetic; inhibition, % at 10 µM; mitochondrial fusion phenotypic screen; hit rate 2.1% among 190,000; in the data active = inhibition above about 58%; tested in S. cerevisiae
Myeloid diff MLP = induction of myeloid progenitor differentiation, primary screen, cell-based, flow cytometry, MLPCN library. ER-HoxA9 myeloid progenitors, lysozyme-GFP differentiation. calls only at 10 µM. hit rate 1% among 360,000;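 active = normalized GFP-positive differentiation at or above the plate's own cutoff, the solvent-only control mean plus 3 SD; inconclusive = no clear call, values can overlap the other calls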;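 note: cells exposed to compound for four days before flow analysis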
MT stabilizer = microtubule stabilizers in HeLa cells, primary screen, imaging, high-content imaging. HeLa tubulin immunostaining HCS, 24 h; share of cells brighter than vehicle mean+2SD. % tubulin-high responders, % at 10 µM. hit rate 0.83% among 200,000. AID 2205, 2009;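 active = plate Z-score above 3 for both tubulin-high and condensed-nucleus cell shares, with cell loss under 80%, at 10 µM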;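 note: anti alpha tubulin signal scored within the nucleus-defined area of each cell; some results filed as inactive read as strong as hits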
West Nile virus CPE = West Nile virus antiviral activity, cell-based, CPE readout (AID 1621); one-dose CPE inhibition, % at 10 µM; IC50 in µM for titrated hits; hit rate 0.02% among 290,000; West Nile virus-infected cells, CPE inhibition; higher % means a stronger effect; in the data active = a potency from the dose series; inconclusive = CPE inhibition mostly from about 3.7% at the one dose, without a potency; inactive = the rest, 99 in 100 with CPE inhibition below about 2.2%; note: strong numbers were not always called active
bCat nuc transl = modulators of beta-catenin nuclear translocation, primary screen, imaging, HeLa cells, immunofluorescence, high-content | nuclear translocation activity, % at 5 µM | hit rate 0.3% among 190,000 | AID 1665, 2009;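 active = nuclear translocation activity above 50% at 5 µM, with a well cell count of 50 or more; inconclusive = wells under 50 cells across six images, flagged as toxic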;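 note: per-cell ratio of nuclear to cytoplasmic median beta-catenin stain intensity; plate controls were DMSO negative control for no effect and GSK-3 inhibitor IX positive control for full effect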
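Test system: human HeLa cell line; Doses: 5 µM primary, 0.02–20 µM confirmation; Incubation: 24 h compound exposure, 37°C; Detection: beta-catenin immunofluorescence imaging with DAPI; Read-out: beta-catenin nuclear/cytoplasmic ratio, % activation.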
Hep lipid drop = inhibitors of hepatocyte lipid droplet formation, primary screen, imaging, high-throughput imaging, BODIPY stain; inhibition, % at 6.5 µM; AML12 mouse hepatocytes, oleate lipid droplets; AID 1656, 2009; hit rate 0.4% among 240,000;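 active = lipid droplet intensity inhibited by at least 50%, with more than 500 cells counted; inconclusive = wells with under 300 cells, treated as cytotoxic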
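Assay system: AML12 mouse liver cells | Compound: 6.5 µM single-point dosing | Schedule: Overnight exposure | Technique: Fluorescence imaging, 20x objective, two fields per well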
Autophagy mod = autophagy modulators in MEF cells, primary screen, imaging, high-content, MEF GFP-LC3. MEF GFP-LC3 puncta imaging; test concentration mostly 10 µM. calls only at 10 µM (by protocol). hit rate 0.98% among 190,000;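 active = percentage of spot-positive cells more than 3 SD above its plate mean, without a fluorescence outlier flag or 80% toxicity; inconclusive = no clear call, values can overlap the other calls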;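 note: spot-positive cell cutoff set from DMSO-treated cells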
Ins promoter up = insulin promoter activators in MIN6 cells, imaging, high-content screening, mouse beta cells | MIN6 insulin promoter-GFP reporter; hits give high values | z-score at 5 µM | hit rate 0.3% among 190,000;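 active = z-score above 3 at 5 µM with at least 500 cells counted in the well; inconclusive = wells under 500 cells, flagged as cytotoxic or low count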
WT yeast gro inh mutant strain = recorded beside WT yeast gro inh, whose call it bears; inhibition, %; mitochondrial fusion phenotypic screen, mutant strain inhibition
Ins promoter up cell count = recorded beside Ins promoter up, whose call it bears; cell count; measured here: cytotoxicity, nuclei count;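 total cells summed across four imaged fields per well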
Hep lipid drop cells 6.5 µM = also measured in Hep lipid drop; calls as there; cell count; measured here: cell count, cytotoxicity flag;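 cells counted across two imaged fields per well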
bCat nuc transl cell count 5 µM = further read-out of bCat nuc transl, marked with its call; cell count; measured here: cell count, cytotoxicity flag
T cell modulator vesicle-bound % = further read-out of T cell modulator, marked with its call; double positive events, %; measured here: CD8+ vesicle-bound cell fraction;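 binding gate set so that unloaded-vesicle control wells show 10% double positive cells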
MT stabilizer Hoechst-high % = recorded beside MT stabilizer, whose call it bears; % Hoechst-high responders; measured here: nuclear condensation Hoechst responders;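 share of cells brighter than vehicle mean plus two SD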
MT stabilizer cytotoxicity % = recorded beside MT stabilizer, whose call it bears; toxicity, %; measured here: cytotoxicity by cell density;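 0% = mean cell density of plate MIN control wells and 100% = no cells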
Autophagy mod cell loss 18 h = second read-out of Autophagy mod, no call of its own (marks repeat the call); toxicity, %; measured here: cell loss, nuclei count;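 cell loss after 18 h compound exposure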
Myeloid diff MLP GFP+ MAC1+ % = second read-out of Myeloid diff MLP, no call of its own (marks repeat the call); GFP+ MAC1+ double positive, %; measured here: differentiation confirmed by MAC1 staining
* = called active by the depositor; i = inactive; ? = inconclusive; . = no result given.

Below each SMILES – T cell modulator, T cell modulator vesicle-bound %, WT yeast gro inh, WT yeast gro inh mutant strain, Myeloid diff MLP, Myeloid diff MLP GFP+ MAC1+ %, MT stabilizer, MT stabilizer Hoechst-high %, MT stabilizer cytotoxicity %, West Nile virus CPE, bCat nuc transl, bCat nuc transl cell count 5 µM, Hep lipid drop, Hep lipid drop cells 6.5 µM, Autophagy mod, Autophagy mod cell loss 18 h, Ins promoter up, Ins promoter up cell count
CN(C)CCN(C(=O)c1ccc(S(=O)(=O)N2CCCC2)cc1)c1nc2ccc(Br)cc2s1
    i, 22.2, ., ., i, 1.0, ., ., ., 0.7%, ., ., -6.4, 794, ., ., ., .
COc1cccc(C(=O)Nc2cccc(NC(=O)c3cccs3)c2)c1
    i, 62.7, ., ., i, 0.0, ., ., ., -0.7%, ., ., -15.9, 746, ., ., ., .
CC(C)(C)c1ccc(OCc2ccc(C(=O)Nc3cccnc3)o2)cc1
    i, 14.8, ., ., ?, ., ., ., ., 0.3%, ., ., -10.1, 836, ., ., ., .
CCCN(CCC)C(=O)c1cc([N+](=O)[O-])cc2c1-c1ccc([N+](=O)[O-])cc1C2=C(C#N)C#N
    i, 32.7, ., ., ., ., ., ., ., -0.6%, -0.1, 1304, 2.6, 761, ., ., 0.81, 1467
COc1ncnc2c1oc1nc(CC(C)C)c3c(c12)CC(C)(C)OC3
    i, 10.0, -14.0, 5.4, i, 0.4, 1.7, 1.8, 7.3, 1.1%, -1.1, 1366, ., ., i, 3.4, 0.01, 1360
CCCC(=O)Nc1nn(C)c2nc3cc(C)ccc3cc12
    i, 48.0, ., ., ., ., ., ., ., -0.1%, 0.4, 1145, ., ., ., ., -0.24, 1168
N#C/C(=C\c1ccc(Cl)s1)C(=O)N1CCN(c2ccccc2)CC1
    i, 29.6, -1.8, -3.7, i, 0.7, 3.1, 2.4, 4.4, 1.0%, -2.5, 970, -36.3, 654, i, 5.5, 0.4, 1401
CCc1ccc(OCC(O)CNC(C)(C)C)cc1 (stereo not drawn)
    i, 8.6, 4.5, 12.2, i, 0.5, 2.4, 1.8, 18.8, -0.3%, ., ., 15.6, 813, i, 8.3, ., .
Cc1cc(C(=O)NNC2CC(=O)N(c3ccc4ccccc4c3)C2=O)c(C)o1 (stereo not drawn)
    i, 15.1, -11.9, 1.6, i, 0.7, 3.8, 1.7, 10.7, 0.1%, -1.6, 1048, 16.5, 672, i, 4.9, -0.45, 1262
CCCC1(C(=O)OC)NC(c2cccc(F)c2)C2C(=O)N(CC)C(=O)C21 (stereo not drawn)
    i, 25.0, 4.2, -9.5, i, 0.4, 2.9, 2.9, 5.5, -0.5%, 2.6, 968, -17.6, 550, i, 12.1, 0.28, 807
CCOC(=O)N1CCN(C(=O)COc2ccc(S(=O)(=O)NC3CCCCC3)cc2C)CC1
    i, 56.2, -9.1, -17.5, i, 1.7, 2.2, 2.8, 9.3, -0.4%, -1.3, 1124, -11.8, 597, i, 3.7, -0.74, 1563
Cc1cccc(C)c1NC(=O)Cn1nc(-c2ccccc2)nc1-c1ccccc1
    i, 45.6, 6.1, 7.5, i, 2.1, 1.6, 1.8, 4.4, 0.1%, -2.6, 1113, -3.1, 685, i, 0.7, 0.67, 1903
O=C(NC(NC(=S)Nc1ccccc1C(=O)O)C(Cl)(Cl)Cl)c1cccc([N+](=O)[O-])c1 (stereo not drawn)
    i, 4.6, -15.7, -7.0, i, 0.8, 1.8, 1.5, 8.0, 0.5%, 1.5, 1360, ., ., i, -1.6, -0.01, 1628
Cc1ccccc1NC(=O)NCCCN1CCCC1
    i, 47.5, 4.0, -6.7, i, 1.1, 1.1, 0.9, 5.9, 0.2%, ., ., 13.3, 766, i, 0.4, 0.55, 863
Cc1ccc(C2(c3noc(CN(C)CCCN4CCOCC4)n3)CCCC2)cc1
    i, 54.6, 10.5, 16.2, ., ., 2.3, 2.1, 7.4, -0.9%, -1.6, 1082, 7.7, 694, i, 1.3, 0.02, 1537
CCCn1cnc2cc(NCc3cccc(OC)c3O)ccc21
    i, 46.7, 16.7, 12.3, i, 0.7, 3.3, 2.4, 9.9, -0.3%, -6.1, 1047, ., ., i, -4.6, 0.55, 1218
CCC(C(=O)NC1CCCC1)N(C(=O)Cn1nnc(-c2ccc(C)o2)n1)c1cnc2ccccc2c1 (stereo not drawn)
    i, 10.1, -2.1, -5.8, i, 1.5, 3.9, 3.0, 10.9, -0.5%, -4.8, 971, ., ., i, 11.8, -0.22, 1117
COc1ccc(NC(=O)NS(=O)(=O)c2ccc(C)cc2)cn1
    i, 27.1, ., ., i, 1.3, ., ., ., 1.0%, ., ., 3.9, 622, ., ., ., .
Cn1nccc1C(=O)N1CCCC(C(=O)c2ccc(Oc3ccccc3)cc2)C1 (stereo not drawn)
    i, 14.4, ., ., i, 7.9, ., ., ., -0.3%, ., ., -18.2, 755, ., ., ., .
COc1ccc(OCCC(=O)N2CCCCC2)cc1
    i, 37.2, 88.0*, 7.1*, i, 0.7, 3.1, 1.3, 7.4, ., ., ., 9.2, 750, i, -2.2, 0.58, 1352
O=C(NC(=S)NNC(=O)c1ccc(Cl)cc1Cl)c1cccnc1
    i, 45.8, -6.9, -27.3, i, 2.4, 3.1, 2.0, 2.7, -0.1%, 6.6, 522, -7.4, 693, i, -8.6, -0.06, 1355
CC1=CC(C)C2(COC(=O)Nc3ccccc3)COC(C)C1C2C (stereo not drawn)
    i, 45.3, 3.6, -8.4, i, 0.6, 2.0, 1.0, 3.6, 0.3%, -0.3, 1105, -0.9, 697, i, -3.4, -0.32, 1517
COC(=O)c1[nH]c2cccc(OC)c2c1NC(=O)CCN1CCN(c2ccccc2OC)CC1
    i, 14.7, 8.8, 11.4, i, 2.2, 4.3, 2.8, 10.4, 0.5%, 2.7, 1350, ., ., i, 10.0, -0.17, 1137
C=CCOc1ccccc1CNCCc1ccc(S(N)(=O)=O)cc1
    i, 46.0, -7.1, -13.8, i, 0.0, 3.1, 1.9, 5.6, -0.1%, -1.5, 1039, 5.9, 666, i, -3.2, -1.11, 1250
O=C(CCCn1c(=S)[nH]c2ccccc2c1=O)NCCSCc1ccccc1
    i, 26.2, 7.5, 3.9, i, 0.5, 1.5, 1.0, 5.1, -1.3%, 0.9, 1045, -24.3, 742, i, -29.0, -0.52, 1218
CC(C)(C)c1ccc(C(=O)NNC(=O)Cc2ccccc2)cc1
    i, 12.2, 6.7, -4.3, i, 1.8, 2.0, 2.6, 7.1, 0.9%, 1.6, 1022, 7.0, 831, i, 3.9, 0.21, 987
CC(NC(=O)/C(=C/c1cccc([N+](=O)[O-])c1)NC(=O)c1ccco1)C(=O)O (stereo not drawn)
    i, 48.1, 3.7, -12.4, i, 0.5, 2.8, 2.5, 6.4, 0.0%, 2.0, 1052, -22.6, 494, i, 6.1, -0.55, 1612
CN(CCCNC(=O)c1cc2c(Cl)nc3ccccc3c2s1)Cc1ccccc1
    i, 56.7, 38.0, 25.9, i, 0.4, 9.3, 2.3, 1.2, 11.1%, 0.4, 1096, -26.1, 720, i, -24.6, -0.93, 1266
CCN1CCN(Cc2ccc(NC(=O)c3cc(NC(=O)c4cncc(-c5ccc(C#N)cc5)c4)cc(OC)c3)cc2C(F)(F)F)CC1
    ., ., ., ., i, 0.5, ., ., ., -1.7%, 2.2, 1225, 18.6, 707, ., ., 0.28, 823
O=C1CN(C(=O)COc2ccccc2)CCN1
    i, 29.3, 7.5, 5.6, i, 2.3, 3.1, 3.4, 5.0, 0.3%, -0.9, 996, -0.5, 776, i, -1.4, 0.49, 1180
CCOC(=O)c1c(NC(=S)Nc2ccccc2)sc2c1CCN(C)C2
    i, 39.8, 18.6, 1.8, i, 0.7, 2.7, 1.1, 3.3, 0.5%, -0.6, 1350, ., ., i, 12.6, 1.15, 1193
Cc1cccnc1NC(=S)Nc1ccc(F)cc1F
    i, 45.2, 5.2, 24.8, i, 0.3, 4.6, 0.9, 7.6, -0.2%, -2.7, 1011, 3.6, 727, i, 9.7, 0.28, 1470
Cc1ccccc1C(=O)NCCCNC(=O)c1ccco1
    i, 52.5, ., ., i, 0.6, ., ., ., -0.4%, ., ., -7.1, 820, ., ., ., .
COc1ccc(Cl)cc1NC(=O)COC(=O)CCCN1C(=O)c2ccccc2C1=O
    i, 36.8, 33.0, 14.0, i, 0.3, 6.0, 1.8, 8.6, -0.3%, -0.4, 1061, 10.6, 655, i, -0.4, 0.37, 1410
CCC[N+]1(CC#CC(O)(c2ccccc2)C2CCCCC2)CCCCC1 (stereo not drawn)
    i, 24.2, ., ., i, 0.5, ., ., ., 0.0%, -0.9, 1256, 5.8, 743, ., ., 0.74, 1103
Cc1ccc(S(=O)(=O)Cc2ccc(C(=O)OCc3ccccc3)cc2)cc1
    i, 47.8, -37.5, 3.6, i, 1.1, 2.9, 1.0, 2.1, -0.2%, -3.2, 1177, 0.4, 808, i, -0.1, -0.21, 878
CC1=NN(C(=O)CSCc2ccccc2)C(O)(c2ccccc2)C1 (stereo not drawn)
    i, 22.6, -14.7, -16.9, i, 0.9, 2.0, 2.0, 5.3, 0.3%, 0.3, 1009, -15.0, 710, i, 9.4, 1.19, 1596
Cc1cccc(NC(=O)N2CCCC(CNC(=O)c3ccccc3Cl)C2)c1C (stereo not drawn)
    i, 17.2, ., ., i, 0.7, ., ., ., 0.8%, ., ., -2.0, 737, ., ., ., .
Cc1ccccc1NC(=O)/C=C1\SC(=O)NC1=O
    i, 26.5, -13.5, -19.3, i, 0.3, 2.6, 1.7, 5.0, -0.2%, 0.5, 1062, 2.8, 664, i, -1.4, -0.48, 1121

From PubChem BioAssay
